# KDM5B inhibitor: inhibitors of human KDM5B histone demethylase; KDM5B demethylase, FDH-coupled NADH fluorescence (FDH is formaldehyde dehydrogenase); Potency, µM (doses to about 57.7 µM), for inactives: at the highest dose activity change, negative = inhibition, most hits filed as inhibitors; 220,000 tested, 2.6% active; AID 1347165; active = well fitted inhibition curve with a large enough effect; inconclusive = small, poorly fitted or top-dose-only effect; inactive = no such curve, though single readings can be large or run the other way; also: 0% is about no effect; nearly all actives have a fitted effect of over 70% in size
# Target sequence (Q9UGL1 whole entry, looked up): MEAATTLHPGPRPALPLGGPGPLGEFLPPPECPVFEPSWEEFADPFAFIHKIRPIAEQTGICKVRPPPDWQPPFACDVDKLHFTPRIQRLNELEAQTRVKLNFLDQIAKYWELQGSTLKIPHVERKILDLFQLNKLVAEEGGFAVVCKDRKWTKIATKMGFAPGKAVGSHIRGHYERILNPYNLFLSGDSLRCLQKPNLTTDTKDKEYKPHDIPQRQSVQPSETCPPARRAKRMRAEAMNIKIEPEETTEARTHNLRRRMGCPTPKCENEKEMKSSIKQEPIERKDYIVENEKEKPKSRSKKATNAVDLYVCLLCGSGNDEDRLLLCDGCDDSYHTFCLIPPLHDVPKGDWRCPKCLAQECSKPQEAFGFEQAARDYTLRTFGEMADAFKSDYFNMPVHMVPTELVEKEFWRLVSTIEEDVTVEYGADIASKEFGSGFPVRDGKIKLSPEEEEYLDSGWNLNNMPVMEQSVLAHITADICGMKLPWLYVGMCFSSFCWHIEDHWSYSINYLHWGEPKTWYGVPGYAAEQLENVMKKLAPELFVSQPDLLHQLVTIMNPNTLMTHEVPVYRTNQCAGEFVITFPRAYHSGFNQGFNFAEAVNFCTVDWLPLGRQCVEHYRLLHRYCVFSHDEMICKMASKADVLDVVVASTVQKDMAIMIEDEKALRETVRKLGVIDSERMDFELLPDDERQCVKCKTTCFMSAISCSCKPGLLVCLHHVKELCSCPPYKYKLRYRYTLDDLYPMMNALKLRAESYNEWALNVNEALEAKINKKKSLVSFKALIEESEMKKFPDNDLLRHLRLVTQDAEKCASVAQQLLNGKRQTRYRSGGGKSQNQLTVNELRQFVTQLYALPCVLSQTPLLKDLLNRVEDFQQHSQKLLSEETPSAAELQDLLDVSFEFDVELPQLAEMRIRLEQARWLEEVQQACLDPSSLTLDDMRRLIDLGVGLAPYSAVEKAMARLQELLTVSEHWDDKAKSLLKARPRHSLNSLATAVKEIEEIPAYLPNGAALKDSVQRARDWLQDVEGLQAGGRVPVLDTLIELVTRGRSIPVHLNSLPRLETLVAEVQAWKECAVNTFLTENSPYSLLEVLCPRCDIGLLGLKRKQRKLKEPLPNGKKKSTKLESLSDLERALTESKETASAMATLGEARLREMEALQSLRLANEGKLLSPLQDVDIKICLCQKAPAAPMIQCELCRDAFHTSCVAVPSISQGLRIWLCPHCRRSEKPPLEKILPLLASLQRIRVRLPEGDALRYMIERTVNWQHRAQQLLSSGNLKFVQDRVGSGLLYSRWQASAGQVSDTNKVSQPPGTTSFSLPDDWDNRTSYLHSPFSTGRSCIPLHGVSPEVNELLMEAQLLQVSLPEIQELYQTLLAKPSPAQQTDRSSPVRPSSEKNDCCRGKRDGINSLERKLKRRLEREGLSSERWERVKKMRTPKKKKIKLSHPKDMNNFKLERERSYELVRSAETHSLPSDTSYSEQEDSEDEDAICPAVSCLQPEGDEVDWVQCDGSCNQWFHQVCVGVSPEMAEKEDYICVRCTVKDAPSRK
#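 Here, H3K4me3 peptide (12.5 µM in substrate mix) is demethylated by KDM5BΔAP, 200 nM final, after 10 min compound exposure. Formaldehyde product is coupled through FDH (0.25 U/mL in mix) to NADH fluorescence; 30-min ΔRFU feeds dose-response curves.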
# * = called active by the depositor; u = inconclusive; [ ] = another dose, or the depositor's remark. Potency is read from the fitted curve at half-maximal effect. The list is partial; rates above refer to the full screens.
compound | KDM5B inhibitor
CC1Cc2ccccc2N1C(=O)NC1CC(=O)N(c2ccc3c(c2)OCCO3)C1 (stereo unspecified) | -15%
Cc1cccc(CNC(=O)Cc2ccc(N(Cc3ccccc3)C(=O)c3ccco3)cc2)c1 | -29%
CCCCCNC(=O)CCc1c(C)nc2nc(N)nn2c1C | u
Cc1ccc(CN2CCC(CNc3ncnc4onc(-c5ccc(F)cc5)c34)CC2)cc1 | 0%
CCOC(=O)c1cncc(O)c1 | 24%
CCCCCCc1c(C)c2c(cc(C)c3c(C)c(C)oc32)oc1=O | -3%
Cc1oc2cc(OCC(=O)NCc3cccs3)ccc2c(=O)c1Oc1ccc(F)cc1 | u
COc1ccc(Nc2nc3ccc(Cl)cc3nc2-n2nc(C)cc2C)cc1 | -5%
Cc1cc(OCC(=O)Nc2cnn(CCCC(=O)O)c2)ccc1Cl | u
Cc1ccc(C(=O)Nc2nc(-c3nnn(-c4cccc(Cl)c4C)c3C)ns2)cc1C | -11%
CC1(c2ccccc2)N(Cc2cccnc2)C(=O)OC12CCN(C(=O)COc1ccccc1C(N)=O)CC2 (stereo unspecified) | 19%
Fc1cccc(Cl)c1CNCCOc1ccccn1 | 12%

# Another view of 4 compounds above.
KDM5B inhibitor | mol
-5% | COc1ccc(Nc2nc3ccc(Cl)cc3nc2-n2nc(C)cc2C)cc1
u | Cc1cc(OCC(=O)Nc2cnn(CCCC(=O)O)c2)ccc1Cl
-11% | Cc1ccc(C(=O)Nc2nc(-c3nnn(-c4cccc(Cl)c4C)c3C)ns2)cc1C
19% | CC1(c2ccccc2)N(Cc2cccnc2)C(=O)OC12CCN(C(=O)COc1ccccc1C(N)=O)CC2 (stereo unspecified)

# Next section.
compound | KDM5B inhibitor
COCC[C@]1(O)CCN(C(=O)CCc2ccccc2Cl)C[C@H]1C | 2%
Cc1ccc(C2Cn3nnc(C(=O)N4CCC(C(=O)NCCc5ccccc5)CC4)c3CO2)cc1 (stereo unspecified) | 23%
CC(C)NC(=O)c1cc(-c2cccc(C(F)(F)F)c2)c2nncn2n1 | u
C=CCNC(=O)C1CC(c2cccc(C)c2)CN(C(=O)NCCCC)C1 (stereo unspecified) | 18%
Cc1ccc(Cl)cc1NC(=O)CCN=C1NS(=O)(=O)c2ccccc21 | 4%
NCCC[C@@H](N)C(=O)N1CCC2(CCC(=O)N(Cc3ccccc3)C2)CC1 | -13%
Cn1c(=O)c2c(nc(Cl)n2CCCC#N)n(C)c1=O | -8%
Cc1nn(S(=O)(=O)c2ccc(C(C)C)cc2)c(C)c1S(=O)(=O)N1CCCCC1 | u
CCOC(=O)c1c(C)[nH]c(C)c1S(=O)(=O)NCC(=O)N1CCN(c2cc(Cl)ccc2C)CC1 | -32%
CCc1ccc(OCC(O)Cn2cnc3cc(Cl)ccc3c2=O)cc1 (stereo unspecified) | -12%
Cc1ccc(Cl)cc1NC(=O)CCCn1c(=O)c2cccn2c2ccccc21 | u
CC(C)=CC1C=C(C)C(C)C(C)C1/C=N/NC(=O)c1ccccc1 (stereo unspecified) | 11%
COc1cc(C(=O)N2CCC(Cc3nc(-c4ccccc4)no3)CC2)cc(OC)c1OC | 1%
CC(C)CCN(C)Cc1ccccc1C(F)(F)F | 5%[86.2 µM]
COc1ccc(C(=O)N(C)C2CCOc3ccccc32)cc1 (stereo unspecified) | -7%[86.2 µM]
CCn1c(=O)cc(OCC(=O)N2CCN(c3cccc(C)c3C)CC2)c2ccccc21 | -16%
Cc1ccc(C2(O)CCN(CC(c3ccccc3)c3ccccc3)CC2)nc1 | -19%
CCC(=O)N1CCN(c2nc3c(s2)CC(C(=O)Nc2cccc(C)c2C)CC3)CC1 (stereo unspecified) | 9%
c1ccc(-c2csc(Nc3ccc4c(c3)OCO4)n2)cc1 | -1%
CCCNC(=O)N1CCC(N2C(=O)[C@H](OCCOC)[C@@H]2c2ccncc2)CC1 | -3%
S=C(NCc1ccccc1)N/N=C/c1c2ccccc2c(Cl)c2ccccc12 | 11%
FC(F)Oc1ccccc1CN(CC1CCN(C2CCCC2)CC1)CC1CCCO1 (stereo unspecified) | -22%
CC1Oc2ccc(NC(=O)COc3ccccc3)cc2CN(Cc2ccccc2Cl)C1=O (stereo unspecified) | 9%
CC(=O)Nc1nnc(SCc2cc(=O)c3cccc(C)c3[nH]2)s1 | 4%
COc1ccc(-c2ccc3ncc(Nc4cccnc4OC)n3n2)cn1 | -22%[86.2 µM]
CCc1nc2c(c(-c3ccc(O)cc3)n1)CCN(C(=O)Nc1ccc(Cl)cc1)CC2 | 16%
COc1ccc(-c2cc(N3CCC(NC(=O)c4ccc(Cl)cc4)CC3)n[nH]2)cc1 | 5%
O=S(=O)(Nc1ccc(-c2cn3ccsc3n2)cc1)c1cccs1 | 17%
Cc1ccc(-n2c3c(c(=O)[nH]c2=O)C(C(F)(F)F)(C(F)(F)F)N=C(c2ccncc2)N3)cc1 | 5%
COc1cc(C2CC(=O)NC(SCC(=O)NCc3ccccc3)=C2C#N)ccc1O (stereo unspecified) | 10%
CCOc1ccccc1NC(=O)N1CCCC(c2noc(COc3ccccc3F)n2)C1 (stereo unspecified) | 8%
CC(C)(C)C1CCc2nc(NC(=O)Cc3ccccc3)sc2C1 (stereo unspecified) | -23%
O=C(NC1CCN(Cc2ccccc2)CC1)c1cc2ccccc2[nH]1 | u
Cc1ccc(C(=O)N2CCN(c3nnc4cccc(C)n34)CC2)cc1C | 25µM*
CC1(C(=O)N2CCC2)CN(Cc2ccccc2)Cc2ccc(N3CCOCC3)nc21 (stereo unspecified) | u
CC1(C)C(=O)N(Cc2ccccc2)[C@H]2CN(c3ccnc(N4CCOCC4)c3)C[C@@H]2[S+]1(=O)[O-] | -6%
S=C(NCc1ccccc1)Nc1ccc(Sc2ccc(Br)cc2)cc1 | 9%
CCCCn1c(=O)n(CC(O)COc2ccc(C(C)(C)C)cc2)c(=O)c2c1ncn2CCOC (stereo unspecified) | 4%
Cc1noc(-c2ccn3c(CNC(=O)C(C)c4ccccc4)nnc3c2)n1 (stereo unspecified) | 28µM*
CCOc1cc2c(cc1CNC(=O)c1ccc(F)cc1Br)OC(C)C2 (stereo unspecified) | 9%
CCc1cccc(C)c1NC(=O)c1cc(=O)c2ccccc2o1 | 10%
CCN(CC)CCN1C(=O)c2cccc3cc(N)cc(c23)C1=O | -7%
CCOC(=O)c1ccccc1NC(=O)Cn1c(=O)n(Cc2ccc(C(=O)NCc3ccc4c(c3)OCO4)cc2)c(=O)c2ccccc21 | u
COc1ccc(-n2cc(C(=O)Nc3ccccc3C#N)c3ccccc3c2=O)cc1 | -28%
COc1cc(CN2CCCCCC2c2cccc(F)c2)ccc1OCC(N)=O (stereo unspecified) | -1%
CC1CCCN(c2nc3c([nH]2)c(=O)n(C)c(=O)n3C)C1 (stereo unspecified) | 10%
COc1cccc(C(=O)Nc2ccc3nc(SCC(=O)N4CCOCC4)sc3c2)c1 | -20%
Cc1nc(C2CC(O)C2)cc(N(C)Cc2ccccc2-n2cccn2)n1 (stereo unspecified) | -26%
O=C(CS(=O)(=O)c1ccccc1)NCc1ccc(Cl)cc1 | 11%
Nc1ccc(C(=O)OC2CCCC2)cc1 | -16%
COCc1cc(C)nc2c1C(=O)NC(c1ccc(NC(C)=O)cc1)N2Cc1ccccc1 (stereo unspecified) | u
N#C/C(=C/c1ccc(Cl)cc1)C(=O)OCC(=O)N1CCOCC1 | 3%
COc1ccccc1C(C)NC(=O)Cc1csc2nc(-c3ccc(F)cc3)cn12 (stereo unspecified) | 10%
O=C(CCn1c(=O)c2cccn2c2cccnc21)Nc1ccccc1Br | -19%
O=C1CCN(C(=O)c2ccccc2)CCCC(C(=O)Nc2ccccc2CCc2ccncc2)CCN1 (stereo unspecified) | 0%
CC(C)NC(=O)[C@@H]1CSC2c3ccccc3C(=O)N21 (stereo partly specified) | 18%
Cc1[nH]c2ccccc2c1C(=O)C(C)Sc1nnnn1C1CCCC1 (stereo unspecified) | 8%
Cc1ccc(S(=O)(=O)NCCn2nc(C)nc2C)cc1 | 8%
O=C(NCCCl)Nc1ccccc1OCCOc1ccccc1NC(=O)NCCCl | -16%
CC(=O)N1CCN(C(=O)c2nc(N)nc3c2CCCC3)CC(O)C1 (stereo unspecified) | 25µM*

# KDM5B inhibitor, entries above that show a hit.
compound | KDM5B inhibitor
Cc1ccc(C(=O)N2CCN(c3nnc4cccc(C)n34)CC2)cc1C | 25µM*
Cc1noc(-c2ccn3c(CNC(=O)C(C)c4ccccc4)nnc3c2)n1 (stereo unspecified) | 28µM*
CC(=O)N1CCN(C(=O)c2nc(N)nc3c2CCCC3)CC(O)C1 (stereo unspecified) | 25µM*

# Part of the list above, with values ahead of the structure:
KDM5B inhibitor	structure
0%	O=C1CCN(C(=O)c2ccccc2)CCCC(C(=O)Nc2ccccc2CCc2ccncc2)CCN1 (stereo unspecified)
18%	CC(C)NC(=O)[C@@H]1CSC2c3ccccc3C(=O)N21 (stereo partly specified)
8%	Cc1[nH]c2ccccc2c1C(=O)C(C)Sc1nnnn1C1CCCC1 (stereo unspecified)
8%	Cc1ccc(S(=O)(=O)NCCn2nc(C)nc2C)cc1
-16%	O=C(NCCCl)Nc1ccccc1OCCOc1ccccc1NC(=O)NCCCl
25µM*	CC(=O)N1CCN(C(=O)c2nc(N)nc3c2CCCC3)CC(O)C1 (stereo unspecified)

# (listing goes on)
compound | KDM5B inhibitor
O=C(NC1CCN(c2cc(-c3ccc(F)cc3)[nH]n2)CC1)c1ccccc1Cl | -2%
CC(=O)N1CCN(C[C@@H]2C=C(C)[C@H](Cc3nnc(-c4cncn4C)o3)C[C@H]2C(C)C)CC1 | -16%
CCCCCNc1ncnc2c1CN(c1ccccc1F)C(=O)CN2C | -16%
Cc1cn2nc(C(=O)N3CCSCC3)cc2c(N(C)Cc2ccccc2)n1 | u
O=C(Nc1ccc(Cl)cc1)N1CCC(Oc2ncccc2C(=O)N2CCCCC2)C1 (stereo unspecified) | 25%
CCOc1ccc(-n2nc(CO)c(C(=O)NCC(c3ccccc3)c3ccccc3)n2)cc1 | -12%
COc1ccc(Cl)cc1NC(=O)CSc1ccc2nnc(CCNS(=O)(=O)c3ccccc3)n2n1 | -8%
COc1cccc(CN2CCCC(NC(=O)NCc3cccs3)C2)c1 (stereo unspecified) | -35%
Cc1ccc(CSC2=NC(C)(C)Nc3ccccc32)c(C)c1 | u
CN(C)S(=O)(=O)c1cccc(NC(=O)c2ccc3ccccc3n2)c1 | -1%
COc1ccccc1C(CNC(=O)C1CCN(S(=O)(=O)c2ccc3c(c2)CCC3)CC1)N(C)C (stereo unspecified) | 15%
CC(C)C(=O)N1CCC2(CCCCO2)CC1 | -14%
CCc1ccccc1NC(=O)c1sc(-n2nc(C)c(Cc3ccc4c(c3)OCO4)c2C)nc1C | -4%
CCOc1ccc(NC(=O)Cn2cc(C(=O)c3ccccc3)c(=O)c3cc4c(cc32)OCO4)cc1 | -42%
CCC(C(=O)Nc1ccc(C(C)=O)cc1)n1nc(-c2cc(C)ccc2C)ccc1=O (stereo unspecified) | -14%
COc1ccc(C(=O)NCc2nnc3cc(-c4nc(C)no4)ccn23)cc1 | 25µM*
O=C(C1CC1)N1CCn2c(nnc2-c2ccccc2)C1 | -5%[86.2 µM]
O=C(O)CCC(=O)N1Cc2ccccc2CC2(CCCN(CC3CCCC3)C2)C1 (stereo unspecified) | 21%[115 µM]
COc1ccc(N2CCN(S(=O)(=O)CCNC(=O)c3ccc(OC(C)C)cc3)CC2)cc1 | -22%
CC(C)C(NC(=O)c1ccccc1F)C(=O)NCc1ccccc1 (stereo unspecified) | 29%
CN(C)C[C@@H]1CN(C2CCOCC2)C[C@H]1NC(=O)c1ccco1 | u
C=CC(=O)NC(NC(=O)C=C)c1ccc(Cl)cc1 | 3%
CCOc1ccc(C(=O)N2CCCC(n3cc(-c4nc(C(C)C)no4)nn3)C2)cc1 (stereo unspecified) | 10%
O=C(NC1CCCCCC1)c1[nH]c2ccccc2c1Cl | 8%
Cn1cc(-c2cn[nH]c2)c2nc(COc3ccccc3)cn2c1=O | 3%[86.2 µM]
CCOc1ccc(Nc2nc(-c3ccc([N+](=O)[O-])cc3)nc3ccccc23)cc1 | 1%
CCc1cc(CNC(=O)C2CCC(=O)N(Cc3cccc(F)c3)C2)on1 (stereo unspecified) | 28%
COc1ccc2oc(=O)c(-c3nc(-c4ccccc4C)no3)cc2c1 | -7%
Cc1ccc2c(c1)-c1nc3ccccc3cc1/C2=C\c1ccncc1 | u
CCC(C)NC(=O)c1ccc2c(c1)N(Cc1ccccc1)C(=O)c1ccccc1S2 (stereo unspecified) | -37%
C=C(C)COc1ccc(-c2ncncc2-c2ccc(Br)cc2)c(O)c1 | -2%
CC(C)(C)c1cc(C(=O)Nc2cccc(C(=O)O)c2)cc(C(C)(C)C)c1 | -2%
COc1cccc(CSc2nc3n(n2)C(CC(C)C)C(C(=O)Nc2ccccc2OC)=C(C)N3)c1 (stereo unspecified) | -15%
Cc1c(C(=O)NCCSCc2c(F)cccc2Cl)cnn1-c1ccc(F)cc1 | -3%
Cc1cc(Cl)ccc1OCC(=O)N1CCC(c2nc3ccccc3o2)CC1 | -19%
O=C(Nc1ccc(-c2nnc3n2CCCC3)cc1)Nc1ccccc1F | -1%
CC(=O)N1CCC(C(=O)NC[C@@H]2C=C(C)[C@H](CC(=O)N(C)Cc3ccccc3)C[C@H]2C(C)C)CC1 | 3%
Cc1ncoc1C(=O)N1CCC(C2CCN(Cc3cccc(F)c3F)CC2)C1 (stereo unspecified) | 8%
CC(C)c1ccc2c(c1)C1(CC(=O)Nc3c1cnn3Cc1ccccc1Cl)C(=O)N2C (stereo unspecified) | 6%

# Source: PubChem
